Bioassay records from PubChem.
SENP8 block-1 – human SENP8 protease inhibitors, primary screen, biochemical, fluorescence, Nedd8 protein substrate, uHTS; Sentrin-specific protease 8 (Homo sapiens), Q96LD8; recombinant SENP8; inhibition, % at 20 µM; 360,000 tested, 0.64% active; AID 602440, 2012; in the data active = inhibition mostly above about 40%, no sharp cut-off; inactive = mostly below about 27%
Target sequence (Q96LD8 whole entry, looked up): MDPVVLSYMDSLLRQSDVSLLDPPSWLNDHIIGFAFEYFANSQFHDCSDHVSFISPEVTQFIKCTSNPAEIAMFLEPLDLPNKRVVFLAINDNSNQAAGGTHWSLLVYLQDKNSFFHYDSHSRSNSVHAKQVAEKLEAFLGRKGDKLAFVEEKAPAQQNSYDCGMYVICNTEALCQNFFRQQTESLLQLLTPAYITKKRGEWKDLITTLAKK
NALP3 yeast inh – NALP3 inflammasome inhibitors in reconstituted yeast, primary screen, luminescence, uHTS | Yeast reconstituted NLRP3/ASC/caspase-1, beta-gal luminescence, 24 h | inhibition, % at 10 µM | 330,000 tested, 0.39% active;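 active = inhibition of 50% or more; inactive = inhibition below 50%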;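 note: plate controls were induced DMSO wells for no effect and uninduced yeast grown without galactose for full effect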
HKDC1 inh – HKDC1 hexokinase inhibitors, primary screen, biochemical, fluorescence, uHTS. Q2TB90. recombinant HKDC1, G6PDH/diaphorase resazurin coupled fluorescence. inhibition, % at 20 µM. 340,000 tested, 0.16% active. AID 493160, 2011;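 active = inhibition above about 35% when tested at 20 µM, limit read from the data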;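 note: plate controls were DMSO wells with enzyme for no effect and DMSO wells lacking enzyme for full effect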
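Assay system: in-house recombinant HK5 (HKDC1) enzyme. Input: HKDC1 at 5 µg/mL. Medium: Tris pH 8.0 buffer with MgCl2, Tween-20, BSA, BME. Dosing: single 20 µM dose. Schedule: 90 min reaction incubation at room temperature, dark. Signal: resazurin-to-resorufin fluorescence via G6PDH and diaphorase coupling, 525/613 nm. Controls: DMSO-enzyme wells negative, buffer-substituted wells positive.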
SENP6 inh – SENP6 protease inhibitors, primary screen, biochemical, luminescence, uHTS; AID 2599, 2010; inhibition, % at 10 µM; 330,000 tested, 1.8% active; Recombinant SENP6 catalytic domain, aminoluciferin luminescence; Sentrin-specific protease 6 (Homo sapiens), Q9GZR1;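 active = inhibition above about 50% at the single tested dose, limit read from the data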;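 note: plate controls were DMSO wells with enzyme for no effect and DMSO wells lacking enzyme for full effect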
Target sequence (Q9GZR1 628-1112 limits assumed): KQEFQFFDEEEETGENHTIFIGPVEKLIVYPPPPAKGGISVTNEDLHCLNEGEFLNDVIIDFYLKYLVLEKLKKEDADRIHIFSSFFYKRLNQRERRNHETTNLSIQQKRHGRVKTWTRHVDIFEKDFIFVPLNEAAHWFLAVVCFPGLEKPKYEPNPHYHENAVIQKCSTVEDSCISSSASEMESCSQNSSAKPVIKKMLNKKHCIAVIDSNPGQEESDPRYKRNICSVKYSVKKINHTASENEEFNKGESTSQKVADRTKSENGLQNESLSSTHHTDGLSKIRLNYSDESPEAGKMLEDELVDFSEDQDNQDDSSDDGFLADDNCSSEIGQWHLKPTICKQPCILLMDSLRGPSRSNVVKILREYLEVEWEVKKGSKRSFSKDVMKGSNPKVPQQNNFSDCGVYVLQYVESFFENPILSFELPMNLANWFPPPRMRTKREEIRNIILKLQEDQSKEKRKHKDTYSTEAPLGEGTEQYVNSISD
SENP8 block-2 – SENP8 protease inhibitors, primary screen, biochemical, luminescence; inhibition, % at 10 µM; AID 2540, 2010; 330,000 tested, 1.2% active; purified SENP8, Z-RLRGG-aminoluciferin cleavage; Sentrin-specific protease 8 (Homo sapiens), Q96LD8; in the data active = inhibition above about 50%
SENP1 FRET inh – human SENP1 catalytic domain inhibitors, primary screen, biochemical, FRET, uHTS. recombinant SENP1 catalytic domain, CyPet-SUMO1-YPet FRET cleavage. inhibition, % at 10 µM. 360,000 tested, 0.21% active. AID 624204, 2012;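 active = inhibition at least 30% at 10 µM, raw YFP signal under a set limit, fluorescence ratio 0.5 to 1.5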;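 note: 0% = enzyme with DMSO and 100% = no enzyme wells; some results filed as inactive read as strong as hits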
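Test system: human SENP1 catalytic domain; medium: Tris pH 8 buffer plus EDTA, NaCl, BME, BSA, NP40, catalase; incubation: 50 min reaction at room temperature; technique: FRET, CFP and YFP emission; controls: no-enzyme low control and enzyme-plus-DMSO high control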
Apaf1 inhib – inhibitors of human Apaf-1 apoptosome, primary screen, biochemical, DEVD-Rh110 fluorescence, uHTS | Apoptotic protease-activating factor 1 (Homo sapiens), O14727 | reconstituted apoptosome caspase-3 activity | inhibition, % at 20 µM | 330,000 tested, 0.71% active; active = inhibition of at least 40% at 20 µM;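 note: plate controls were DMSO wells for no effect and DEVD-CHO caspase inhibitor wells for full effect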
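Material: cell-free apoptosome with Apaf-1, procaspase-3 and caspase-9; Buffer or medium: Hepes pH 7.5 with detergent and BSA; Reagent: cytochrome c trigger plus (Z-DEVD)2-Rh110 caspase-3 substrate; Times: compound with Apaf-1, dATP, procaspase-3 30 min, then 50 min reaction, room temperature; Technique: Rh110 fluorescence intensity.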
SENP7 block – SENP7 protease inhibitors, primary screen, biochemical, luminescence, uHTS | Sentrin-specific protease 7 (Homo sapiens), Q9BQF6 | recombinant SENP7, Z-RLRGG-aminoluciferin luminescence, 40 min | inhibition, % at 5 µM | 330,000 tested, 1.5% active;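 active = inhibition above about 50% at the single test dose, limit read from the data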;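 note: plate controls were DMSO with enzyme for no effect and no enzyme buffer wells for full effect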
PfGluPho inh – PfG6PD enzyme inhibitors, primary screen, biochemical, fluorescence intensity, uHTS | PfGluPho enzyme, NADPH resazurin-diaphorase fluorescence | inhibition, % at 20 µM | 350,000 tested, 0.78% active | AID 504690, 2011;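 active = inhibition reaching at least a set limit at 20 µM in the primary screen, cut at about 59% in these data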;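 note: 0% = DMSO wells with substrate and 100% = DMSO wells lacking glucose-6-phosphate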
An asterisk follows results filed as active; i = inactive; & = joins results of further samples. Compounds as they come; overall some 4.1% were active at least once.

entry	mol	SENP8 block-1	NALP3 yeast inh	HKDC1 inh	SENP6 inh	SENP8 block-2
1	CCn1cc(CN2CCN(CCc3ccccc3)C(CCO)C2)c(C)n1 (stereo unspecified)	-2	23	1	2	3
2	Cc1oncc1C(=O)Nc1ccc2ccccc2c1	-8	33	-3	88*	67*
3	CCc1nnc(NC(=O)C2CCN(S(=O)(=O)Cc3ccccc3)CC2)s1	10	-1	-6	-7	0
4	CC(=O)Nc1ccc(NC2=C/C(=N/S(=O)(=O)c3cccs3)c3ccccc3C2=O)cc1	69*	5	44*	93*	79*
5	CC1(C)CC[C@]2(C(=O)O)CC[C@]3(C)C(=CC[C@@H]4[C@@]5(C)CC[C@H](O[C@@H]6O[C@H](C(=O)O)[C@@H](O)[C@H](O[C@@H]7OC[C@H](O)[C@H](O)[C@H]7O)[C@H]6O)C(C)(C)[C@@H]5CC[C@]43C)[C@@H]2C1	5	17	4	-2	-12
6	O=C(CSc1cccc2cccnc12)NCc1ccco1	i	4	-4	-6	-11
7	CC1=C([N+](=O)[O-])C(c2ccc(O)c(O)c2)NC(=O)N1 (stereo unspecified)	22	-12	3	-4	1
8	Cc1ccc(C2C(C=Nc3c(C)n(C)n(-c4ccccc4)c3=O)=C(c3ccccc3)Oc3ccccc32)cc1 (stereo unspecified)	23	9	1	-6	9
9	N#Cc1cccc(NCC(=O)Nc2cccc(S(=O)(=O)N3CCCCC3)c2)c1	-196	6	5	-1	-15
10	C=CCOc1ccc(CNCCO)cc1OCC	14	-11	-9	-16	3

entry	SENP1 FRET inh	Apaf1 inhib	SENP7 block	PfGluPho inh
1	0	-2	5	-22
2	-1	12	81*	16
3	-1	5	4	43
4	2	90*	54*	87*
5	-1	15	-10	-37
6	2	9	-9	13
7	2	9	6	8
8	1	28	0	4
9	1	5	-8	3
10	0	14	1	-2

Next part; it opens with the 5 that closed the last part.
entry	mol	SENP8 block-1	NALP3 yeast inh	HKDC1 inh	SENP6 inh	SENP8 block-2
6	O=C(CSc1cccc2cccnc12)NCc1ccco1	i	4	-4	-6	-11
7	CC1=C([N+](=O)[O-])C(c2ccc(O)c(O)c2)NC(=O)N1 (stereo unspecified)	22	-12	3	-4	1
8	Cc1ccc(C2C(C=Nc3c(C)n(C)n(-c4ccccc4)c3=O)=C(c3ccccc3)Oc3ccccc32)cc1 (stereo unspecified)	23	9	1	-6	9
9	N#Cc1cccc(NCC(=O)Nc2cccc(S(=O)(=O)N3CCCCC3)c2)c1	-196	6	5	-1	-15
10	C=CCOc1ccc(CNCCO)cc1OCC	14	-11	-9	-16	3
11	CC(=O)Nc1ccc(S(=O)(=O)N2CCN(c3nnnn3-c3ccccc3)CC2)cc1	12	2	-6	15	13
12	Cc1ccc(-c2cc(-c3n[nH]c(=S)n3C)c3ccccc3n2)cc1	-19	35	-1	-28	-5
13	Cc1ccc(OCC(=O)NCCCNC(=O)c2ccc(C)nc2)cc1	10	15	-1	5	-4
14	CN1Cc2c(N3CCOCC3)nc(SCCC#N)c(C#N)c2CC1(C)C	12	9	-6	-13	2
15	COc1ccc(C(=O)NCc2ccccc2CN2CCCC2)cc1S(=O)(=O)Nc1ccc(C)cc1	4	3	1	-12	-17
16	Cc1ccccc1S(=O)(=O)Nc1nc2ccccc2nc1N1CCOCC1	-484	-9	-3	-14	-7
17	CCOC(=O)Cc1csc(NC(=O)c2cc(C)on2)n1	7	21	2	3	-10
18	CC(C)[C@H](NC(=O)N1c2ccccc2NC(=O)[C@@H]1C(C)C)C(=O)N[C@@H](Cc1c[nH]c2ccccc12)C(=O)O	29	9	2	-1	3
19	CC(C)CC(=O)N[C@H](C(=O)N[C@H](C(=O)N[C@@H](CC(C)C)[C@@H](O)CC(=O)N[C@@H](C)C(=O)N[C@@H](CC(C)C)[C@@H](O)CC(=O)O)C(C)C)C(C)C	4&8	1	-3	-1	-1
20	CCCCN(CCCC)C(=O)C[n+]1cccc(/C=N/O)c1	15	-4	8	-1	0

entry	SENP1 FRET inh	Apaf1 inhib	SENP7 block	PfGluPho inh
6	2	9	-9	13
7	2	9	6	8
8	1	28	0	4
9	1	5	-8	3
10	0	14	1	-2
11	3	-4	10	1
12	4	14	2	32
13	-1	-2	-5	-14
14	-87	-21	4	2
15	-12	28	-13	-3
16	0	-4	7	-6
17	0	-6	0	-7
18	0	2	7	13
19	2&-2	-239	3	1
20	2	-11	4	3

Laid out differently: 2 of the compounds above.
Below each compound: SENP8 block-1 | NALP3 yeast inh | HKDC1 inh | SENP6 inh | SENP8 block-2 | SENP1 FRET inh | Apaf1 inhib | SENP7 block | PfGluPho inh
16	Cc1ccccc1S(=O)(=O)Nc1nc2ccccc2nc1N1CCOCC1
→ -484 | -9 | -3 | -14 | -7 | 0 | -4 | 7 | -6
17	CCOC(=O)Cc1csc(NC(=O)c2cc(C)on2)n1
→ 7 | 21 | 2 | 3 | -10 | 0 | -6 | 0 | -7

(continued)
entry	mol	SENP8 block-1	NALP3 yeast inh	HKDC1 inh	SENP6 inh	SENP8 block-2
21	COc1ccc(C(C)=O)cc1CSc1nnc(-c2ccncc2)n1C	11	2	-2	3	4
22	O=C(Nc1ncn[nH]1)c1cc(S(=O)(=O)Nc2ccc(Cl)cc2)ccc1Cl	3	13	8	-7	-14
23	CCn1nnc(NC(=O)C(c2ccccc2)c2ccccc2)n1	18	-6	-4	-11	-4
24	Cc1ccc(-n2nc3c(=O)n(CC(=O)NCCC4=CCCCC4)nc(C)c3c2C)cc1	8	10	1	3	-3

entry	SENP1 FRET inh	Apaf1 inhib	SENP7 block	PfGluPho inh
21	0	-5	7	-4
22	0	9	-9	-24
23	0	1	-10	2
24	1	13	1	-29

A few values from the list:
SENP8 block-2, Cc1ccc(-n2nc3c(=O)n(CC(=O)NCCC4=CCCCC4)nc(C)c3c2C)cc1 → -3
PfGluPho inh, COc1ccc(C(C)=O)cc1CSc1nnc(-c2ccncc2)n1C → -4
